Measles CPE: protection of cells from measles virus | protection (pct of control), % at 4 µM | actives 1.5% (n = 140,000) | Measles virus-infected cells, CPE protection, absorbance | AID 841; in the data active = protection mostly above about 24%, no sharp cut-off; inactive = mostly below about 26%; note: some compounds called inactive have numbers as strong as hits
Yeast growth inh: reduces growth of yeast BB579 in restrictive medium | inhibition, % at 10 µM | S. cerevisiae BB579 growth, OD615, 48 h | actives 0.51% (n = 140,000);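 active = inhibition above a set limit, 3 SD over the mean compound inhibition, cut at about 44% in these data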; note: inactives centre near -24
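Assay system – yeast BB579 (DeaD) · Dosing – single compound dose of 10 µM, 0.25% DMSO final · Detection – OD615 turbidity measurement · Buffer or medium – CSMM-D restrictive synthetic medium containing dextrose (glucose) · Benchmarks – positive control amphotericin B 10 µg/mL · Incubation – 48 h exposure, 30 °C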
PTEN del growth: suppresses growth of cells with PTEN deletion; HCT116 PTEN-null viability, CellTiter-Glo, 60 h; active compounds read low; viability, % at 10 µM; actives 1.2% (n = 140,000); AID 827;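 active = viability at or below a set limit, 4 SD under the median of all tested compounds, cut at about 3.7% in these data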;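 note: PTEN knockout HCT116 line with beta catenin targeted HCT116 as companion control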
GALR2 blocker: GALR2 (human) receptor antagonism; GALR2-expressing cells, antagonist mode; actives 0.39% (n = 140,000); inhibition, % at 4 µM; AID 828; in the data active = inhibition above about 27%;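 note: cells stimulated with galanin 1-16 at roughly its EC80; 0% = agonist challenge control and 100% = basal control without agonist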
Target sequence (O43603 whole entry, looked up): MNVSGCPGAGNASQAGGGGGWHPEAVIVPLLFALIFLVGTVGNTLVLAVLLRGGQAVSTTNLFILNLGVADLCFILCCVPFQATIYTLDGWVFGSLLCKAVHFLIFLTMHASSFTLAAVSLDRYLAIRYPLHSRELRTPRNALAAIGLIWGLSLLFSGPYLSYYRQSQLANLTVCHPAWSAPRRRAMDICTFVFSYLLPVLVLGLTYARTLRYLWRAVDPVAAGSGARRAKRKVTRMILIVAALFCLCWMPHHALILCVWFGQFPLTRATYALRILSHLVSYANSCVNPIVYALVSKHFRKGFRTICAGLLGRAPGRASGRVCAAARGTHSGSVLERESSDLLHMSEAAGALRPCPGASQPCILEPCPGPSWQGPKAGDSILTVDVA
Phagocyt inh: macrophage phagocytosis inhibition; J774A.1 macrophage IgG-bead phagocytosis, imaging; inhibition, % at 5 µM; actives 0.07% (n = 110,000);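 active = inhibition above the mean of the plate negative controls plus 5 SD, cut at about 13% in these data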;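 note: phagocytic index as fraction of beads internalized from green versus red external bead signal; plate controls were DMSO negative control for no effect and cytochalasin-D positive control for full effect; some results beyond the cut were filed as inactive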
Yeast lifespan up: yeast lifespan extension; S. cerevisiae growth with nicotinamide, OD615; deaD strain in restrictive glucose medium; inhibition of the nicotinamide effect, % at 10 µM; actives 0.68% (n = 130,000);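 active = inhibition above a set limit, placed 3 SD over the median of all compounds, cut at about 26% in these data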;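 note: 0% = nicotinamide-treated wells and 100% = cells grown without nicotinamide; some compounds called inactive have numbers as strong as hits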
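System: DeaD-strain S. cerevisiae / Buffer or medium: CSMM-D, restrictive glucose (dextrose) synthetic minimal medium / Probe or stimulus: nicotinamide, 1.5 mM, co-present with compound / Compound: one concentration, 10 µM, DMSO 0.25% / Incubation: 48 h compound exposure at 30 °C, humidified / Technique: optical density (absorbance) at 615 nm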
bCat KO growth: beta-catenin-lacking colon tumor cell growth suppression. HCT116 beta-catenin knockout viability, CellTiter-Glo, 60 h; active compounds read low. viability, % at 10 µM. actives 1.5% (n = 140,000). AID 818;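 active = viability at or under a set limit, the compound median less 4 SD, cut at about 6% in these data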;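 note: 0% = Hyamine 1622 control at 20 µM and 100% = untreated cell control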
MRP1 act: activates MRP-1. H69AR cells + doxorubicin, viability rescue, CellTiter-Glo. viability increase, % at 10 µM. actives 0.61% (n = 140,000). AID 799;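 active = viability gain under doxorubicin at or above a set limit, the compound median plus 3 SD, cut at about 4.7% in these data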;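 note: MRP-1 overexpressing cells given doxorubicin 25 µM after compound pretreatment; 18-22 h compound pretreatment then 72 h with doxorubicin before readout; 0% = doxorubicin-only wells and 100% = vehicle-treated cells without doxorubicin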
E-sel TNF inh: blocks E-selectin expression induced by TNF alpha. HUVEC TNFa-induced E-selectin immunofluorescence, high content. inhibition, % at 2 µM. actives 0.71% (n = 120,000). AID 1246;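 active = inhibition above the batch mean plus 3 SD, and confirmed as a hit on visual image review, cut at about 43% in these data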;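 note: 0% = TNF-stimulated DMSO wells and 100% = unstimulated control wells; not every result past the cut was called active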
NPY-Y2 antag: antagonists of human neuropeptide Y receptor Y2. NPY-Y2 expressing cells, antagonist mode. inhibition, % at 2.7 µM. actives 0.99% (n = 140,000). AID 793; in the data active = inhibition above about 17%;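 note: 0% = vehicle with agonist challenge and 100% = reference antagonist with challenge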
Target sequence (P49146 whole entry, looked up): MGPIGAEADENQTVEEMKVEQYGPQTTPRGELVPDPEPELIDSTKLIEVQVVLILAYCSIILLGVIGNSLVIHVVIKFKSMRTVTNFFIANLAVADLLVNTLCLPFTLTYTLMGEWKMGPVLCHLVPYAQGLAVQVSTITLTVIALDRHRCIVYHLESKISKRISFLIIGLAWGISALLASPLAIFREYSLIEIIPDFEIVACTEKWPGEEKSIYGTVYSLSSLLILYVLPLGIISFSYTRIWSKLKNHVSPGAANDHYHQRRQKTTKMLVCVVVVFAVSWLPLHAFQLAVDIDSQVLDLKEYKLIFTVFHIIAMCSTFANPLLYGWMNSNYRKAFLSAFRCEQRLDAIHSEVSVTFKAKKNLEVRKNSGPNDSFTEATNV
The depositor's hits bear a star; . = not tested or not shown.

SMILES	Measles CPE	Yeast growth inh	PTEN del growth	GALR2 blocker	Phagocyt inh	Yeast lifespan up	bCat KO growth	MRP1 act	E-sel TNF inh	NPY-Y2 antag
COc1ccc(C(=O)NCCCc2nc3ccccc3n2Cc2cc(C)ccc2C)cc1OC	7	-11	62	1	.	0	56	-2.7	3	0
COc1cc(NC(=S)N2CCN(C(c3ccccc3)c3ccccc3)CC2)cc(OC)c1	31	-10	95	1	0	-3	108	-6.3	-17	3
COc1ccccc1N(C(=O)c1snc(C(N)=O)c1N)C(C(=O)NC1CCCC1)c1ccco1 (configuration not stated)	13	-37	61	-13	0	-21	67	-1.1	.	20*
CCN(CC)c1nc(Nc2ccccc2)nc(Oc2ccc(=O)n(C)n2)n1	5	-10	83	-1	2	-5	87	-0.7	-27	3
Cc1noc(C)c1S(=O)(=O)Nc1ccc(C(=O)N2CCN(c3ccc(Cl)cc3)CC2)cc1	34	-34	73	7	-1	-3	75	-2.0	1	2
O=C(CCS(=O)(=O)c1ccc(Br)cc1)Nc1ccc2c(c1)OCO2	10	-25	84	-5	.	.	96	-2.8	-44	2
Cc1ccc(C)c(NC(=O)c2ccccc2Sc2ccc([N+](=O)[O-])cc2Cl)c1	7	-20	56	14	-10	0	62	-2.6	.	8
CCc1c(C(=O)N/N=C/c2ccc(C)o2)csc1C	11	8	82	7	.	.	82	-0.1	-3	1
C=C1Cn2c(nnc2-c2ccc(Cl)cc2)S1	10	-77	87	3	0	-10	83	-1.1	.	0
CCOC(=O)CSc1nc2ccccc2c(=O)n1CC1COc2ccccc2O1 (configuration not stated)	4	-39	87	-8	.	-6	86	-0.1	10	5
O=c1cc(-c2ccccc2)c2ccccc2[nH]1	76*	9	87	-5	1	-9	96	-2.6	65*	5
CCCCCn1c(SCC(=O)c2ccccc2)nc2cc(C(=O)NCc3ccco3)ccc2c1=O	8	-47	92	-5	.	-16	97	-3.9	-9	0
Cc1c(NC(=O)c2ccccc2N)cccc1C(=O)O	14	-56	113	3	0	-1	101	-0.9	-3	2
COc1ccc(Nc2nc(C)cc(=O)[nH]2)cc1	12	-23	110	-4	-1	-4	103	1.6	16	2
CCOc1ccc(N2C(=O)CC(SC(=NC)Nc3cccc(F)c3)C2=O)cc1 (configuration not stated)	13	-49	97	-9	0	-11	98	0.8	.	-1
CCCOc1ccc(CNC(=S)NCc2ccc(OC(C)C)cc2)cc1	37	-43	96	-3	-6	7	88	-0.3	.	7
CCn1nnc(-c2ccccc2NS(=O)(=O)c2ccc(C(=O)OC)cc2)n1	5	-21	41	9	1	-1	43	-1.7	-3	0
CCOc1ccccc1C(=O)N1CCN=C1SC	4	-27	95	3	-1	3	86	1.1	.	-1
COC(=O)c1nc(-c2ccc(C)cc2)oc1N(C)C	7	-42	76	16	0	-16	78	-2.3	.	1
O=C(NCc1ccco1)c1cnn2c(C(F)(F)F)cc(-c3cccs3)nc12	8	-28	69	4	0	-14	80	-4.6	15	3
CC1CCc2nn(CC(=O)Nc3ccc(F)cc3F)cc2C1 (configuration not stated)	2	-15	84	0	0	5	94	-2.7	.	4
O=C(NC1CCCc2ccccc21)C1CCN(S(=O)(=O)c2ccccc2)CC1 (configuration not stated)	5	-7	90	4	-7	1	96	-2.8	15	0
O=c1[nH]c2cc3c(cc2cc1C(c1nnnn1Cc1ccccc1)N1CCN2CCCC2C1)OCCO3 (configuration not stated)	13	-40	98	6	6	-18	99	-4.2	6	1
O=C(/C=C/c1ccco1)NCC1CCCO1 (configuration not stated)	23	-44	88	-4	-4	-10	97	-0.8	-7	2
c1cnc2ccc(C(c3nnnn3C3CCCCC3)N3CCN4CCCC4C3)cc2c1 (configuration not stated)	28	-1	96	-7	0	-23	101	-3.2	12	4
Nc1nc(-c2cccc(Br)c2)cs1	7	21	101	-14	0	-11	94	-0.6	.	-3
C=CCn1c(COc2ccc(Cl)cc2)nnc1SCC(=O)Nc1ccc(S(N)(=O)=O)cc1	21	-8	97	11	-2	0	109	-1.1	14	1
O=C(O)CCCC(=O)N1CCN(c2nc(-c3ccccc3)c3ccccc3n2)CC1	8	-6	102	13	0	-14	98	-2.3	.	3
CCCN1Cc2cccc(C(=O)NCc3ccccc3OC)c2C1=O	19	-6	97	-1	.	-11	98	-0.2	-4	6
CCC[C@@H]1C[C@@H](C(=O)N[C@H]([C@@H](C)O)[C@H]2O[C@H](SC)[C@H](O)[C@@H](O)C2O)N(C)C1 (some centres not stated)	32	-5	96	-4	.	3	82	-0.2	.	2
CN(C)c1ccc(/C=[N+](\[O-])C2N(c3ccccc3)C(=S)SC2(C)C)cc1 (configuration not stated)	5	-13	78	2	-2	-3	79	1.0	.	8
CCOC(=O)c1[nH]c2ccc(OC)cc2c1NC(=O)CCN1CCc2ccccc2C1	15	-35	60	3	0	-18	64	-3.2	.	1
Cc1ccc(NC(=O)CC2SCCNC2=O)cc1Cl (configuration not stated)	3	-61	104	8	0	0	102	-1.3	-1	0
CC(C)CNC(=O)CSc1nnc(CN2CCCCCC2=O)n1-c1ccccn1	17	4	105	-5	0	29*	89	-1.1	.	1
COc1ccc(OC)c(-c2csc(N(Cc3ccco3)C(=O)c3cccs3)n2)c1	19	-16	89	-9	3	-9	85	-0.2	3	13
Cn1c(SCC(=O)NCc2cccs2)nnc1-c1cccs1	1	2	96	-12	-1	-3	94	-2.5	4	5
CCOC(=O)C1CCN(C(=O)c2ccc(Cl)c(NC3=NC4CS(=O)(=O)CC4S3)c2)CC1 (configuration not stated)	3	-16	97	2	.	4	96	-0.8	-19	2
O=C(Nc1ccccc1)Nc1ccccc1C(=O)NCc1ccccc1	19	-16	89	2	.	-11	89	0.1	10	3
O=C1C(C=NC2CC2)=C(O)c2ccccc21	6	-5	87	-4	-1	-16	91	-1.6	7	0
CCOc1ccc(N2C(=O)C3C(c4ccccc4)=NN(c4ccccc4)C3C2=O)cc1 (configuration not stated)	3	-47	98	6	-6	3	105	-0.1	7	3
CCc1ccc2c(COn3nnc4ccc(S(=O)(=O)N(C)C)cc43)cc(=O)oc2c1	16	-12	80	-6	-1	-24	69	-5.3	.	5
CCCCCn1c(CN(C)Cc2ccccc2)nc2c1c(=O)n(C)c(=O)n2C	8	-13	78	0	7	-11	77	0.7	-9	16
CC(C)Cn1c(SCC(=O)NCc2ccc(Cl)cc2)nnc1-c1cccc(S(=O)(=O)N2CCOCC2)c1	7	5	89	8	-1	-1	90	0.2	-22	2
CCN(CC)c1ccc(C(NC(C)=O)NC(C)=O)cc1	3	1	106	-8	1	-9	92	-1.8	5	-3
CCOC(=O)C1=C(C)Nc2ncnn2C1c1c[nH]c2ccccc12 (configuration not stated)	2	7	90	4	0	-7	94	-0.5	29	1
Cc1oc2ccc(OC(=O)COc3c(F)c(F)c(F)c(F)c3F)cc2c1C(=O)OC(C)C	12	-26	96	4	-3	4	97	-2.2	1	2
COc1cc2c(cc1NC(=O)COC(=O)c1ccc(C(C)(C)C)cc1)oc1ccccc12	16	-39	96	4	-12	-2	89	2.0	-12	3
CCOC(=O)N1CCC(NC2CCCCCCC2)CC1	23	1	98	2	1	-7	99	0.6	.	-1
CCn1c(=O)[nH]c2ccccc2c1=O	15	-46	94	8	.	-11	89	-0.6	7	2
COC(=O)c1cc(OC)c(OC)cc1NC(=O)CCC1CCCC1	4	-52	86	1	0	-17	97	1.7	-5	3
COc1ccc(N(CC(=O)NC2CCCC2)C(=O)CCC(=O)Nc2cc(C)on2)c(OC)c1	7	19	96	-3	-1	-3	81	-1.8	9	-3
CCOC(=O)c1[nH]c2ccccc2c1N=C(C)N(CC)CC	4	-22	.	11	0	-10	78	-1.1	.	1
O=C(NCCCN1CCOCC1)c1ccc(Sc2ccc(Br)cc2)c([N+](=O)[O-])c1	4	7	92	2	-1	-6	97	-3.4	-11	2
O=c1[nH]c(=O)n(Cc2ccco2)c2c1C(C(F)(F)F)(C(F)(F)F)N=C(c1ccc(F)cc1)N2	15	-63	56	-3	0	2	52	-0.2	-16	2
O=C(CCc1nc2ccccc2[nH]1)N1CCN(C(=O)c2ccco2)CC1	6	-37	87	-9	.	-1	101	-2.9	12	3
Cc1ccc(CNC(=O)CCNS(=O)(=O)c2ccc3c(c2)c(=O)n(C)c(=O)n3C)cc1	2	3	72	-19	.	-26	69	-3.1	.	2
O=C(CSc1ncnc2nc[nH]c12)NCCc1ccccc1	4	-71	101	5	-1	-10	98	-0.8	-1	4
COc1ccc(C2c3ccc4ccccc4c3Oc3ncn(Cc4ccco4)c(=N)c32)cc1OC (configuration not stated)	3	-41	0.9*	-19	.	0	1.7*	-6.2	-15	8
CCOc1cc(/C=N/NC(=O)C(=O)NC)cc(Br)c1O	13	-22	93	-8	-9	9	84	1.9	-16	1
Cc1cc(C(=O)NC(C)c2ccncc2)no1 (configuration not stated)	4	-21	96	8	-3	-11	101	-1.7	-9	1

Of the compounds above, two contain a CF3 group.
SMILES	Measles CPE	Yeast growth inh	PTEN del growth	GALR2 blocker	Phagocyt inh	Yeast lifespan up	bCat KO growth	MRP1 act	E-sel TNF inh	NPY-Y2 antag
O=C(NCc1ccco1)c1cnn2c(C(F)(F)F)cc(-c3cccs3)nc12	8	-28	69	4	0	-14	80	-4.6	15	3
O=c1[nH]c(=O)n(Cc2ccco2)c2c1C(C(F)(F)F)(C(F)(F)F)N=C(c1ccc(F)cc1)N2	15	-63	56	-3	0	2	52	-0.2	-16	2

New compounds follow.
SMILES	Measles CPE	Yeast growth inh	PTEN del growth	GALR2 blocker	Phagocyt inh	Yeast lifespan up	bCat KO growth	MRP1 act	E-sel TNF inh	NPY-Y2 antag
Cc1ccsc1/C=N/N1CCN(c2ccccc2)CC1	4	-16	85	-4	0	-22	90	-3.1	-25	-1
O=C(Nc1ccc(Cc2ccncc2)cc1)c1ccc(S(=O)(=O)N2CCOCC2)cc1	22	-27	49	7	.	-12	39	-2.2	8	7
O=C(Nc1cccc(Cl)c1)N1CCSc2cc(Cl)ccc21	4	-49	76	13	-2	-17	76	0.6	-31	1
C=CCNC(=S)Nc1ccc2nc(C)c(C)nc2c1	4	-2	104	5	.	-7	102	-1.1	22	1
Nc1ccc(Cl)cc1/C(=N/O)c1ccccc1	7	-7	90	7	-2	-7	100	-0.2	-15	0
O=C(NCc1ccc(Cl)cc1)NCC(F)(F)F	23	-12	92	0	-2	-2	83	-1.6	.	0
O=C(O/N=C/c1cccc([N+](=O)[O-])c1)C1CC1	18	-3	98	-7	-1	-28	104	-0.3	4	2
O=C(CSc1nnc(-c2ccc(Cl)cc2Cl)n1C1CCCCC1)N1CCCC1	2	-26	86	11	0	-10	96	-3.5	-10	1
CCOC(=O)Cc1csc(NC(=O)CSc2nnnn2-c2ccc(C)cc2C)n1	29	-50	96	6	.	.	103	-1.1	0	2
Cc1ccc(C(=O)Nc2cc3c(oc2=O)CCCC3=O)cc1	2	-29	96	-6	.	-8	95	0.8	29	2
